TDP-43 yeast inh: inhibitors of TDP-43 toxicity in yeast | 1.8% of 410,000 active | Potency, µM (titrated, usually from 46.1 µM), for inactives: at the top dose growth rescue (activation), actives largely listed as activators | TDP-43 expressing yeast growth rescue, BacTiter-Glo, 24 h | AID 652104; also: potency is read from the fitted curve at half-maximal effect; % of control where 0% means no effect; nearly all actives have a fitted effect of over 50% in size
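Yeast cells expressing TDP-43 under galactose induction are exposed to compounds for 24 hr at 30 deg C. BacTiter-Glo luminescence measures growth, so protective compounds score as activators.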
DRD3 agonist: activates the human D3 dopamine receptor | 0.58% of 410,000 active | P35462 | max activation, % | D3R DiscoveRx beta-arrestin cells, luminescence, 90 min; in the data active = max activation above about 30%; also: 0% is about no effect; mostly tested at two doses, the higher about 12 µM
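Cells at 1500/well, incubated overnight, then treated with pinned compounds (dopamine as control) for 90 min at 37 degrees C. DiscoveRx reagent added for 30 - 60 minutes at room temperature; luminescence read.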
FUS yeast rescue: suppressors of FUS proteinopathy in yeast. S. cerevisiae FUS-expressing, growth rescue, OD600, 24 h. Potency, µM (series often up to 76.6 µM), for the others: at the highest dose growth rescue (activation), most hits filed as activators. 0.24% of 390,000 active;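 also: potency is read from the fitted curve at half-maximal effect; plate controls were DMSO vehicle for no effect and reference control for full effect; nearly all actives have a fitted effect of over 55% in size; some results filed as inactive show a strong effect at the top dose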
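Yeast expressing FUS under galactose induction, OD 0.005 in 2% galactose medium; compounds in a dilution series, 24 h at 30C. Growth rescue by absorbance at 600 nm; CP55940 positive control, DMSO negative.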
EPAC2 agonist: activates human EPAC2 exchange factor. 0.079% of 360,000 active. Q8WZA2. Potency, µM (titrated, usually from 154 µM), without a hit: at the highest dose activation, most hits filed as activators. EPAC2 activation, biochemical qHTS; response scale: 100% = 6.5 mM cAMP response. AID 720711; also: potency is read from the fitted curve at half-maximal effect; nearly all actives have a fitted effect of over 50% in size
Target sequence (Q8WZA2 whole entry, looked up): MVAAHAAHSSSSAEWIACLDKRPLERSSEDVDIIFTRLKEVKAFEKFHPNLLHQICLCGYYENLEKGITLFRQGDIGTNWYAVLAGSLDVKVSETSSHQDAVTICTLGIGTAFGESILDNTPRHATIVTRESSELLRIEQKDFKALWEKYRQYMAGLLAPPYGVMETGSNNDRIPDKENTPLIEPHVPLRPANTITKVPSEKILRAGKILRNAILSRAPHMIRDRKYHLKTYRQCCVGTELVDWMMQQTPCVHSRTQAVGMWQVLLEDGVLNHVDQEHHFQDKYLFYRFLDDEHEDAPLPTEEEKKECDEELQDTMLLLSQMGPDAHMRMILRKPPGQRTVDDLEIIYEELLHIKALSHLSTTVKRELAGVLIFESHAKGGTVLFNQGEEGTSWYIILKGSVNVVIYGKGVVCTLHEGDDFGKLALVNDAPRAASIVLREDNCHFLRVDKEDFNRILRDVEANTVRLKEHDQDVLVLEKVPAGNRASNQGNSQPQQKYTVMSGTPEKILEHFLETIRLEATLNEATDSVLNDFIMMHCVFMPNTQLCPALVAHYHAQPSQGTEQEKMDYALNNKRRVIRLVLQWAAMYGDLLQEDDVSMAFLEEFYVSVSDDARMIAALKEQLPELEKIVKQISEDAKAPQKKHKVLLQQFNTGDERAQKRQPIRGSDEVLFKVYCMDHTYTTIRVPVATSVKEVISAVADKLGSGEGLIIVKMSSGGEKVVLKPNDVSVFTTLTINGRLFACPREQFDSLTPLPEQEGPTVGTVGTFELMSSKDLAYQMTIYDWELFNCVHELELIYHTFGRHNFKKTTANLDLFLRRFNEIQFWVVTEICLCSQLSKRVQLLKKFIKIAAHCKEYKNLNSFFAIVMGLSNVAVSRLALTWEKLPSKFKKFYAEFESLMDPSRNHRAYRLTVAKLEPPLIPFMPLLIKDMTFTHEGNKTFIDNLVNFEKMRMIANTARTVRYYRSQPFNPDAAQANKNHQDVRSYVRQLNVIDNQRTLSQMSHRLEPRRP
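Nucleotide exchange monitored as fluorescence drop when BODIPY-GDP leaves Rap1B. Reaction: 100 nM EPAC2, 250 nM RAP1B-BODIPY-GDP, 50 uM GDP, room temperature, kinetic read over 30 min. Activity expressed relative to 6.5 mM cAMP.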
D3 antag: antagonists of human D3 dopamine receptor; P35462; D3R cells, DiscoveRx beta-arrestin luminescence, antagonist mode; active compounds read low; max response, negative = inhibition, %; 2.5% of 360,000 active; in the data active = max response below about -50%; inconclusive = no clear call, values can overlap the other calls; also: % is scaled to controls: 0 for no effect and ±100 for the full control effect; mostly tested at two doses, the higher about 12 µM
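Cells plated overnight at 1500 cells/well, then exposed to library compounds with dopamine controls for 90 minutes at 37 degrees C. DiscoveRx reagent added for 30–60 minutes at room temperature; luminescence read, quantitative HTS format.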
aSyn rescue: alpha-synuclein toxicity inhibition in yeast | Yeast expressing alpha-synuclein, growth rescue, BacTiter-Glo, 24 h | Potency, µM (doses to about 46.1 µM), inactives show top-dose growth rescue (activation), actives largely listed as activators | 0.14% of 370,000 active; also: potency is read from the fitted curve at half-maximal effect; % of control where 0% means no effect; nearly all actives have a fitted effect of over 65% in size
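Readout is rescue of growth in alpha-synuclein-expressing yeast, so inhibitors of toxicity appear as activators. Growth after 24 hr at 30 deg C in galactose medium is quantified by luminescence.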
Abeta yeast res: A-beta toxicity reversal in yeast | Potency, µM (doses to about 46.1 µM), without a hit: at the highest dose growth rescue, actives largely listed as activators | 0.063% of 410,000 active | yeast expressing A-beta42, growth rescue, OD600, 48 h; response scale: 0% DMSO, 100% iron-clioquinol control; also: potency is read from the fitted curve at half-maximal effect; nearly all actives have a fitted effect of over 55% in size
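Yeast A-beta toxicity model in growth medium with pinned compounds, 48 h at 30 C; growth read as absorbance at 600 nm. Normalized to FeCl3/clioquinol equimolar mix (positive) and DMSO (negative).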
EPAC2 antag: EPAC2 (human) antagonism. Potency, µM (series often up to 114 µM), without a hit: top-dose activity, negative = inhibition, hits mostly inhibitors. EPAC2 GEF exchange of Rap1B-BODIPY-GDP, fluorescence. 0.18% of 360,000 active. AID 720708; also: potency is read from the fitted curve at half-maximal effect; % is scaled to controls: 0 for no effect and ±100 for the full control effect; nearly all actives have a fitted effect of over 45% in size; many of its hits are not listed in these tables
Starred values were filed as active, the others as inactive; ? = inconclusive; . = no result given; & = joins results of further samples; [ ] = dose if it differs, or a comment. Unless noted, calls follow the shape of the dose curve; as a rule, active = well fitted curve in the direction sought with a large enough effect; inconclusive = small, poorly fitted or top-dose-only effect, or another doubt; inactive = no such curve, though single readings can be large; an effect the other way counts as inactive or inconclusive. Some of the compounds tested; the hit share may differ from the screen's.

Under each structure – EPAC2 antag | EPAC2 agonist | DRD3 agonist | FUS yeast rescue | aSyn rescue | Abeta yeast res | TDP-43 yeast inh | D3 antag
1	O=C(COC(=O)CCC(=O)c1ccc(F)cc1)Nc1cccc(S(=O)(=O)N2CCOCC2)c1
    -1.0% | -5.8% | -6.6 | 7.0% | 6.2% | 1.6% | 8.0% | 18.9
2	CN(C)NC(=S)Nc1cccc(Cl)c1
    -10.1% | 10.6% | 3.0 | 1.1% | 9.6% | ? | -7.0% | -4.5
3	O=C(NCCc1ccccc1)/C(=C\c1ccc([N+](=O)[O-])cc1)NC(=O)c1ccc(Br)cc1
    -0.3% | 3.2% | -4.8 | 7.1% | 0.2% | 3.3% | -8.3% | 6.8
4	CCN(Cc1ccccc1)S(=O)(=O)c1cc(C(=O)O)ccc1OC
    4.9% | 4.8% | 0.7 | 0.5% | 2.0% | -5.7% | 15.3% | 8.9
5	COc1cc(C2/C(=C(\O)c3ccc4c(c3)CC(C)O4)C(=O)C(=O)N2CCCn2ccnc2)ccc1O (stereo not given)
    -13.8% | -5.7% | -3.5 | 16.8% | -1.3% | -1.2% | -15.1% | -1.0
6	COc1ccc(NC(=O)CNC(c2ccccc2)c2ccccc2)cc1Cl
    -7.0% | 23.9% | -5.1 | 29.9% | 3.2% | 0.3% | -18.3% | -14.1
7	CCOc1ccc(C(=O)NCc2nc3cccnc3n2Cc2cccc(OC)c2)cc1
    . | . | 1.7 | 1.8% | . | -8.8% | 20.9% | .
8	COc1ccc(-c2csc(NC(=S)NC(=O)c3ccc(S(=O)(=O)N(C)C)cc3)n2)cc1OC
    3.7% | -4.5% | 23.2 | ? | 9.0% | -7.7% | 6.9% | 49.8
9	Cc1cc(C)cc(Oc2coc3cc(OC(=O)c4cccnc4)ccc3c2=O)c1
    -1.9% | -11.0% | 0.4 | 1.8% | 3.2% | 15.8% | 0.0% | 18.7
10	CCC(CC)c1nnc(NC(=O)CS(=O)(=O)c2ccc(C)cc2)s1
    1.9% | 4.7% | 4.3 | 21.5% | -2.9% | -0.6% | -21.0% | 0.4
11	Cc1ccc2nc(-c3ccccc3)nn2c1
    0.5% | 5.6% | 10.4 | -8.0% | -6.8% | -3.2% | -22.1% | 0.4
12	CCCCN(CC)CCNC(=O)c1cc2c(=O)n(CC)c3ccccc3c2s1
    -8.0% | 2.4% | -3.2&-16.6 | 7.3%&-14.8% | -7.7% | -5.8%&-5.7% | -15.6%&0.2% | 0.0
13	Cc1cccc(-n2c(=O)c3ccccc3n3c(=S)[nH]nc23)c1C
    -6.2% | 0.8% | 2.3 | -0.2% | -4.8% | 13.2% | 10.0% | -26.4
14	N#Cc1c(SCC(=O)Nc2ccccc2)nsc1SCC(=O)Nc1ccccc1
    -9.9% | 1.1% | 19.0 | -11.0% | 0.0% | 3.6% | -0.8%[0.397 µM] | 0.3
15	Cc1ccc(-c2nc(N)n(C(=O)c3cccs3)n2)cc1
    9.8% | 8.7% | 7.4 | -15.7% | 1.8% | 15.9% | 0.7% | 7.1
16	CCCC(=O)OCC(=O)Nc1cc(C(C)(C)C)nn1-c1ccccc1
    1.9% | 2.7% | 4.9 | 12.1% | -1.2% | 18.1% | -17.2% | 15.7
17	COc1ccc(Nc2nc(C)cc(C)c2C(N)=O)cc1
    4.5% | -0.8% | 3.0 | -7.0% | 4.1% | 0.9% | 12.6% | 0.5
18	Cc1sc2ncn(CC(=O)NCC(=O)N3CCN(c4ccc(F)cc4)CC3)c(=O)c2c1C
    -4.9% | 7.2% | 5.4 | 19.7% | 2.6% | 9.9% | -14.1% | 8.9
19	O=C(NCc1ccc2c(c1)OCO2)C(c1ccco1)N(C(=O)c1csnn1)c1ccccc1 (stereo not given)
    1.5% | 9.1% | 8.7 | -6.2% | 2.6% | 22.3% | 16.1% | -12.8
20	Cc1cccc(NC(=O)CSc2nc3ccccc3nc2N2CCOCC2)c1C
    . | . | 3.7 | 10.4% | . | -4.7% | 17.6% | .
21	CC1CCCC(NC(=O)COC(=O)c2cccs2)C1C (stereo not given)
    6.3% | -4.2% | 2.8 | -4.4% | 9.9% | ? | 11.2µM* | 7.8
22	Cc1cccc(-c2nc(SCC(=O)NCc3ccco3)c3c(=O)n(C)c(=O)n(C)c3n2)c1
    . | . | 16.7 | -25.5% | . | 5.7% | 24.7%[9.22 µM] | .
23	Cc1ccc(/C=N/Nc2nc(Cl)c(Cl)cc2Cl)s1
    12.6% | -3.9% | 6.6 | -2.3% | 3.6% | 8.4% | -3.5% | 14.1
24	COc1cccc(C(=O)Nc2nnc(SCC(=O)Nc3ccc(NC(C)=O)cc3)s2)c1
    11.8% | 5.3% | 13.4 | . | 4.5% | 11.0% | 15.6% | 12.5
25	Cc1ccc(-n2c(SCc3nc(-c4ccccc4C)no3)nnc2-c2ccncc2)cc1C
    . | . | 0.5 | 8.3% | . | -0.5% | 31.6µM* | .
26	Cc1ccc(C(=O)Nc2nnc(C)s2)cc1
    -4.5% | 5.0% | -4.0 | -7.2% | 0.2% | -15.2% | -3.0% | 12.4
27	CCc1nc2c(OCC(=O)C(C)(C)C)cccn2c1N(C)C(=O)c1ccccc1F
    -1.8% | 3.2% | -7.3 | -3.7% | -9.0% | 4.5% | -1.0% | -24.2
28	O=C(CNc1cccc2ccccc12)c1ccc([N+](=O)[O-])cc1
    8.3% | 6.2% | -3.4 | 2.1% | -19.1% | -25.9% | -5.0% | -13.0
29	Cc1ccnc(N2C3CCC2CC(O)(c2ccccc2)C3)n1 (stereo not given)
    14.0% | 6.1% | 3.6 | -37.3% | 5.7% | ? | 18.6% | -7.2
30	CCOC(=O)C1(CCOc2ccccc2)CCN(Cc2ccc(NC(C)=O)cc2)CC1
    1.6% | 15.4% | -23.1 | 17.2% | -8.4% | -7.5% | -9.1% | -17.8
31	COc1ccc(NC(=O)C2CCN(C(=O)c3cccs3)CC2)c(OC)c1
    1.6% | 4.7% | 3.8 | -5.7% | 0.3% | 3.9% | ? | -17.0
32	Cc1ccc(CN(C(=O)COc2ccc(Cl)cc2Cl)C2CCS(=O)(=O)C2)o1 (stereo not given)
    . | . | -5.1 | 32.8% | . | -0.5% | 14.0% | .
33	CCCOC(=O)/C(C(N)=NCc1ccccc1)=C(\O)OCCC
    -19.6% | 7.3% | 16.1 | 17.1% | 1.6% | 17.9% | 6.8% | 2.6
34	COc1ccccc1CNC(=O)c1cn(C)c2ccc(S(=O)(=O)N3CCC(C)CC3)cc2c1=O
    . | . | -1.4 | 5.0% | . | -25.4% | 9.3% | .
35	COc1ccc(C2/C(=C(/O)c3ccc(Br)cc3)C(=O)C(=O)N2C)cc1 (stereo not given)
    -0.8% | 5.3% | 2.5 | -5.7% | 3.2% | -13.1% | -24.3% | 7.0
36	C#CCNC(=O)C1=C[C@H](C2CCCCC2)C[C@H](OCCCCO)O1
    7.0% | 3.9% | -6.4 | -3.0% | 4.8% | -4.1% | 5.8% | -0.1
37	CC1(C(=O)NS(=O)(=O)c2ccccc2Cl)CCN1C(=O)CC1CC1 (stereo not given)
    0.1% | 0.5% | -4.5 | -11.1% | -8.4% | -13.6% | 5.5% | -14.6
38	COc1ccc(NC(=O)CN2CCN(Cc3ccc4c(c3)OCO4)CC2)cc1OC
    -3.1% | -0.9% | -10.1 | 22.5% | -8.5% | -0.6% | 2.6% | -73.1*
39	Cc1nc(NC2=NCN(Cc3cccnc3)CN2)nc2ccccc12
    7.0% | 8.5% | 16.3 | 9.3% | 2.0% | -11.0% | -7.3% | 13.0
40	CCN1CCN(C(=O)C2(NC(=O)Nc3cccc(F)c3)CCCCC2)CC1
    -3.4% | 12.4% | -3.7 | -0.2% | 1.9% | 2.9% | 2.7% | -7.6
41	NC(=O)c1ccc(SCC(=O)NC2CCCCC2)c([N+](=O)[O-])c1
    -0.2% | 3.9% | -13.1 | 23.5% | 1.3% | 14.5% | . | -52.3*
42	COc1ccc(C(=O)NCCN2CCOCC2)cc1[N+](=O)[O-]
    14.9% | 2.9% | 0.4 | 12.8% | -1.3% | 0.4% | -25.9% | 10.8
43	CCOC(=O)CC1C(=O)NCCN1c1nc2c(C)cccn2c(=O)c1/C=C1\SC(=S)N(C(C)CC)C1=O (stereo not given)
    -5.6% | ? | -6.2 | 13.6% | -4.2% | -7.2% | -4.8% | -12.2
44	CC(C)c1nc2c(s1)CCc1onc(-c3cccc([N+](=O)[O-])c3)c1-2
    -0.9% | 6.7% | 15.2 | 0.5% | 2.2% | 0.1% | 4.7% | 0.8
45	Cc1c(NC(=O)c2ccc(N(C)S(=O)(=O)c3ccccc3)cc2)c(=O)n(-c2ccccc2)n1C
    -10.0% | 2.4% | -1.1 | -1.8% | 1.0% | -7.8% | -1.4%[9.22 µM] | 4.1
46	O=S(=O)(c1ccc(F)cc1)N(Cc1nc(-c2ccc(Cl)cc2)no1)C1CCCCC1
    . | . | 8.5 | -24.0% | . | -1.5% | -3.9% | .
47	CN(Cc1ccccc1)C(=O)c1cccnc1
    -1.0% | 8.3% | 1.3 | 8.2% | -7.1% | -2.4% | -7.6% | 18.4
48	O=[N+]([O-])c1ccc2nc(SCc3cn4cc(Cl)ccc4n3)[nH]c2c1
    -7.8% | 13.1% | 2.1 | 24.7% | -3.4% | -11.6% | 12.0% | -6.9
49	COC(=O)C(CCSC)NC(=O)Cn1ncc2c(=O)oc3ccccc3c21 (stereo not given)
    5.9% | 5.4% | 0.4 | -28.7% | -0.1% | 5.3% | 0.0% | 36.1
